TIM10 inh – growth inhibitors of isogenic TIM10 control yeast, primary screen, counter-screen for tim10-1 yeast inhibitor project, luminescence, uHTS | AID 463195, 2010 | inhibition, % at 10 µM | S. cerevisiae TIM10 strain growth, BacTiter-Glo luminescence, 24 h | hit rate 1.4% among 330,000;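 active = inhibition of 40% or more at the single tested concentration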;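 note: wild-type TIM10 isogenic control strain grown at permissive 25 °C; 0% = DMSO yeast wells and 100% = minimal medium wells without yeast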
mIAP block – inhibitors of mouse IAP, primary screen, biochemical, luminescence, uHTS. intestinal alkaline phosphatase [Mus musculus]. purified mouse IAP, CDP-Star luminescence, 30 min. inhibition, % at 10 µM. hit rate 0.2% among 330,000. AID 2806, 2010;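 active = inhibition of at least 40% at 10 µM in the primary screen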;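 note: plate controls were DMSO with enzyme for no effect and no enzyme wells for full effect; values of inactives mirror those of a sister screen read the other way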
hIAP block – human IAP inhibitors, primary screen, biochemical, luminescence, uHTS. Intestinal-type alkaline phosphatase (Homo sapiens), P09923. inhibition, % at 10 µM. AID 2544, 2010. hit rate 0.12% among 330,000. purified IAP, CDP-Star luminescence, 30 min;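 active = inhibition reaching a set limit with compound at 10 µM in the primary screen, cut at about 35% in these data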;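 note: plate controls were DMSO wells with enzyme for no effect and no-enzyme buffer wells for full effect; values of inactives mirror those of a sister screen read the other way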
Target sequence (P09923 whole entry, looked up): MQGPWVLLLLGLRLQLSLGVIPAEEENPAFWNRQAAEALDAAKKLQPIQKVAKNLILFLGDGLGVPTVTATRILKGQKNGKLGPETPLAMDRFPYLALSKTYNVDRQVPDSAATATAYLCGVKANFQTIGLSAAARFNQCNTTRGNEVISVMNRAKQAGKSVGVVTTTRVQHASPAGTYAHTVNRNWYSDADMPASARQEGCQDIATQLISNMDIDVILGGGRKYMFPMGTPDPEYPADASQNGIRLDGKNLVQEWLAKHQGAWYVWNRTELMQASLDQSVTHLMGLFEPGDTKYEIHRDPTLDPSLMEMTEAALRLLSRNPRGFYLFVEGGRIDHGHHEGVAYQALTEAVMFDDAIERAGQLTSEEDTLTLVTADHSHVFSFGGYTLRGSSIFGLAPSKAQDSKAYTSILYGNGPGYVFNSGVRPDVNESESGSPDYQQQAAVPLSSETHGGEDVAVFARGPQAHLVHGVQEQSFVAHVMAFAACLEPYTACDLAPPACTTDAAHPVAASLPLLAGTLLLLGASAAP
NLRP3 yeast inh – NALP3 inflammasome inhibitors in reconstituted yeast, primary screen, luminescence, uHTS | Yeast reconstituted NLRP3/ASC/caspase-1, beta-gal luminescence, 24 h | inhibition, % at 10 µM | hit rate 0.39% among 330,000;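 active = inhibition of 50% or more; inactive = inhibition below 50%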;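 note: plate controls were induced DMSO wells for no effect and uninduced yeast grown without galactose for full effect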
tim10-1 inh – growth inhibitors of tim10-1 mutant yeast, primary screen, luminescence, uHTS; S. cerevisiae tim10-1 ts strain growth, BacTiter-Glo, 24 h; inhibition, % at 20 µM; hit rate 2.2% among 330,000;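 active = inhibition of at least 40%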;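 note: mutant grown at 25 °C; 0% = DMSO wells with yeast and 100% = wells holding no yeast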
APOBEC3A inh – APOBEC3A ssDNA deaminase inhibitors, primary screen, selectivity assay for APOBEC3G inhibitor project, biochemical, FAM/TAMRA oligo cleavage fluorescence; inhibition, % at 20 µM; hit rate 0.41% among 330,000; recombinant A3A, FAM/TAMRA ssDNA deamination fluorescence; DNA dC->dU-editing enzyme APOBEC-3A (Homo sapiens), P31941; AID 493011, 2011;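 active = at least 40% inhibition at 20 µM here, with at most 30% in a related deaminase screen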;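 note: plate controls were A3A with DMSO for no effect and wells lacking A3A enzyme for full effect; some results filed as inactive read as strong as hits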
APOBEC3G inh – APOBEC3G DNA deaminase inhibitors, primary screen, biochemical, fluorescence, single-stranded DNA substrate, uHTS; DNA dC->dU-editing enzyme APOBEC-3G (Homo sapiens), Q9HC16; recombinant A3G, ssDNA deamination FAM/TAMRA fluorescence; inhibition, % at 20 µM; hit rate 0.28% among 330,000;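 active = inhibition of at least 40% at 20 µM, with no more than 30% in the related APOBEC3A deaminase screen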;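 note: plate controls were DMSO wells with A3G for no effect and wells lacking A3G enzyme for full effect; some compounds called inactive have numbers as strong as hits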
Target sequence (Q9HC16 whole entry, looked up): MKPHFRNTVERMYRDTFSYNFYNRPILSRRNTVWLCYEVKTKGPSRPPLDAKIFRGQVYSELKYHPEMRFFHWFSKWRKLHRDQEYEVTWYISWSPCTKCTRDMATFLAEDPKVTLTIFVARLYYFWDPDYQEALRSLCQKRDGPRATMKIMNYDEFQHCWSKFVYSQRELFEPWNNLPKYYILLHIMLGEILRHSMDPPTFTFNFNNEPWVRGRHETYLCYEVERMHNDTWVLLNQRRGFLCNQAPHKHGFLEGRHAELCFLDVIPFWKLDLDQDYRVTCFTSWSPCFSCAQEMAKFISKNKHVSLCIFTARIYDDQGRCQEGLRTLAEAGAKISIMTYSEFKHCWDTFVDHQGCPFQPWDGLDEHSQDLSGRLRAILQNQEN
mIAP act – activators of mouse IAP, primary screen, biochemical, luminescence, uHTS; muIAP, CDP-Star luminescence, 30 min; hits give high values; 1 = vehicle-only enzyme signal, 0 = enzyme-free wells; activation factor at 10 µM; hit rate 0.24% among 330,000;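 active = activation factor of at least 2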; note: the source names both 10 and 20 µM as test concentration; values of inactives mirror those of a sister screen read the other way
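Assay system: mouse IAP enzyme / Compound: DMSO-dissolved test compounds / Timing: 30 min, room temperature / Measured by: luminescence from enzymatic CDP-Star hydrolysis / Control set: DMSO-only wells, enzyme-free buffer wells as negative control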
beta cell repl – inducers of MIN6 beta-cell proliferation, primary screen, ATP luminescence, uHTS; MIN6 cells proliferation, ATPlite luminescence, 48 h; cells starved in 0.2% serum; 100% = growth in 10% serum; proliferation, % at 10 µM; hit rate 0.29% among 330,000; AID 2380, 2010;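 active = compounds whose signal lies at least 3.5 SD above the mean of all wells on their plate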;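 note: 0% = DMSO-treated cells in low-serum medium and 100% = 10% serum control; some compounds called inactive have numbers as strong as hits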
Numbers without * were called inactive.

SMILES | TIM10 inh | mIAP block | hIAP block | NLRP3 yeast inh | tim10-1 inh | APOBEC3A inh | APOBEC3G inh | mIAP act | beta cell repl
COC(=O)c1sc(SC)c(S(=O)(=O)C(C)C)c1N/N=C(\C#N)C(=O)c1ccccc1 | -5 | 18 | 3 | 13 | -3 | 0 | -1 | 0.82 | -3
O=C(Nc1ccnc(-c2ccncc2)n1)c1ccc(F)cc1 | -7 | -1 | -6 | 17 | -23 | 1 | -8 | 1 | 0
CCOC(=O)C1CCCN(c2cc(=O)n(C3CCCCC3)c(=O)[nH]2)C1 (stereo not given) | 1 | -9 | -18 | 7 | 16 | 0 | -7 | 1.1 | -2
O=C(CCn1c(=O)oc2ccccc21)NCCN1CCOCC1 | -9 | 2 | -3 | 14 | -8 | -1 | 0 | 0.98 | -4
O=C(c1ccco1)N1CCN(C(=O)c2cc3c(s2)-c2ccccc2OC3)CC1 | 6 | 12 | 14 | 6 | 14 | -4 | -8 | 0.88 | 5
COc1cc(/C=C/C(=O)OCC(=O)N2CCCC2)cc(OC)c1OC | 8 | 3 | -9 | -11 | 17 | -2 | -3 | 0.97 | -3
CC1CCCCC1NC(=O)CCNC(=O)N1CC(=O)Nc2ccccc21 (stereo not given) | 16 | 4 | -18 | -1 | 20 | 3 | 0 | 0.96 | -1
O=C(Nc1ccccc1C(=O)N/N=C/c1ccco1)c1ccccc1 | 12 | 9 | -5 | 10 | 41* | -4 | -7 | 0.91 | 1
COCC1CCN(Cc2cn[nH]c2-c2ccc(OC)cc2F)C1 (stereo not given) | -20 | 4 | -26 | 2 | -10 | -2 | -6 | 0.96 | 2
COc1ccc(S(=O)(=O)Nc2cc(C)ccn2)cc1 | -24 | -14 | -3 | -3 | 12 | -2 | -1 | 1.1 | -1
O=C1c2ccc(Oc3ccc([N+](=O)[O-])cc3)cc2C(=O)N1CCO | -3 | -2 | 5 | -15 | 19 | -5 | -6 | 1 | -5
Cc1cccc(N2CCN(C(=O)Cn3c(=O)[nH]c4ccsc4c3=O)CC2C)c1 (stereo not given) | -2 | -7 | -17 | 5 | 13 | 0 | -1 | 1.1 | 3
CC1CCc2sc3ncnc(N4CCOCC4)c3c2C1 (stereo not given) | -9 | -1 | 1 | -4 | -9 | -3 | -3 | 1 | 2
C#CCN(C#N)c1nc(NCC)nc(NC(C)C)n1 | 6 | -13 | 0 | 8 | 9 | 4 | 2 | 1.1 | 3
Brc1ccccc1-c1nnc(CSc2nncn2-c2ccccc2)o1 | -8 | 2 | -10 | -5 | 21 | 1 | -3 | 0.97 | -2
CC(=O)C1C(c2ccc(C)cc2)c2c(noc2C)CC1(C)O (stereo not given) | 12 | 1 | -11 | 24 | 14 | 0 | 2 | 0.99 | -2
CC(C)(C)NC(=O)COC(=O)c1ccc(S(=O)(=O)N2CCCC2)cc1 | -11 | 0 | -5 | 9 | 5 | -3 | -9 | 0.99 | -1
CC(C)OC(=O)CSc1nnc(-c2ccccc2)n1N | 3 | 3 | -6 | 0 | 15 | -4 | -6 | 0.97 | -1
CC(C)c1nnc(NC(=O)Cn2nc(-c3ccc4c(c3)OCCO4)ccc2=O)s1 | -16 | 5 | 12 | 5 | 13 | -2 | 10 | 0.95 | 2
CC(C)[C@H](NS(=O)(=O)c1ccc2c(c1)OCCO2)C(=O)OCC(=O)Nc1ccccc1Cl | 1 | -5 | -4 | -4 | 0 | 1 | -2 | 1 | 4
CN1CCN(S(=O)(=O)c2cccc(C(=O)N(C)CC(=O)Nc3ccc(F)c(F)c3F)c2)CC1 | 8 | 8 | 2 | 12 | 19 | 57* | 22 | 0.92 | 1
O=C(O)CCN1CCc2ccccc21 | -1 | 2 | 7 | -1 | 5 | 2 | -2 | 0.98 | -2
O=C(Nc1nnc(S(=O)(=O)N2CCCCCC2)s1)c1ccccc1Cl | 18 | -6 | 11 | 17 | 14 | 1 | -8 | 1.1 | -1
CCCCc1ncc(CN2CCC(n3nccc3NC(=O)c3ccccc3OC)CC2)[nH]1 | -12 | -10 | -27 | 4 | 16 | -6 | -9 | 1.1 | -3
Cc1ccc(C)c(NC(=O)c2ccc(S(=O)(=O)C(F)F)cc2)c1 | -24 | 5 | 4 | 53* | -37 | 2 | 0 | 0.95 | -2

Among those listed so far, these have a furan ring, fused or not:
SMILES | TIM10 inh | mIAP block | hIAP block | NLRP3 yeast inh | tim10-1 inh | APOBEC3A inh | APOBEC3G inh | mIAP act | beta cell repl
O=C(c1ccco1)N1CCN(C(=O)c2cc3c(s2)-c2ccccc2OC3)CC1 | 6 | 12 | 14 | 6 | 14 | -4 | -8 | 0.88 | 5
O=C(Nc1ccccc1C(=O)N/N=C/c1ccco1)c1ccccc1 | 12 | 9 | -5 | 10 | 41* | -4 | -7 | 0.91 | 1

3 of the entries above in order of the APOBEC3A inh value, falling:
molecule	APOBEC3A inh
CC(C)[C@H](NS(=O)(=O)c1ccc2c(c1)OCCO2)C(=O)OCC(=O)Nc1ccccc1Cl	1
CC(=O)C1C(c2ccc(C)cc2)c2c(noc2C)CC1(C)O (stereo not given)	0
COc1ccc(S(=O)(=O)Nc2cc(C)ccn2)cc1	-2

(cont.)
SMILES | TIM10 inh | mIAP block | hIAP block | NLRP3 yeast inh | tim10-1 inh | APOBEC3A inh | APOBEC3G inh | mIAP act | beta cell repl
Cc1cc(C)c(N(C(=O)c2csnn2)C(C(=O)NC(C)(C)C)c2ccncc2)c(C)c1 (stereo not given) | -10 | -4 | -15 | 19 | -7 | -1 | -6 | 1 | -3
COC(=O)c1ccccc1NC(=O)Cn1nnc(-c2ccc3c(c2)OCO3)n1 | 5 | 8 | 0 | 5 | 14 | -1 | -2 | 0.92 | -2
Cc1ccc(-c2nnn(CC(=O)NCCc3ccc4c(c3)OCO4)n2)cc1 | -24 | 6 | 4 | 30 | -35 | -2 | -4 | 0.94 | -3
COC(=O)C1=C(C)N(c2cccc3ccccc23)C(=O)C1 | 28 | 8 | 2 | 15 | 32 | -1 | -2 | 0.92 | -3
COc1ccc(NC(=O)C(C)NS(=O)(=O)c2ccccc2)cc1Cl (stereo not given) | -9 | -7 | -8 | 13 | 5 | -7 | -5 | 1.1 | 0
O=S(=O)(Nc1ccc2c(c1)nc1n2CCOC1)c1ccc(Cl)cc1 | -13 | 9 | -13 | 12 | 17 | 0 | -4 | 0.91 | -3
C[C@H](CO)N1C[C@H](C)[C@@H](CN(C)S(=O)(=O)c2ccc(F)cc2)Oc2ccc(NC(=O)CCC(F)(F)F)cc2C1=O | 2 | -13 | 15 | 27 | -1 | 4 | 2 | 1.1 | -3
Cc1nnc(SCC(=O)NCc2ccc3c(c2)OCO3)n1C | 2 | 2 | 8 | -1 | -1 | 2 | 9 | 0.98 | 2
O=C(/C=C/c1ccccc1)OCC(=O)N1CCN(c2ccccc2)CC1 | 0 | 2 | 24 | 9 | 5 | 0 | -10 | 0.98 | -2
N#CCCN(C(=O)COC(=O)Cc1ccc(Br)cc1)c1ccccc1 | 15 | 10 | -5 | 17 | 7 | -1 | -11 | 0.9 | 1
COCCOC(=O)c1[nH]c2c(c1C)C(=O)CC(c1ccccc1)C2 (stereo not given) | 8 | 0 | -7 | 7 | 26 | 0 | -6 | 1 | -3
O=C(NCCN1CCN(C(=O)c2ccc([N+](=O)[O-])cc2)CC1)C(=O)Nc1ccc(F)cc1 | 4 | 3 | -10 | -3 | -7 | -2 | 0 | 0.97 | 8
CCOc1ccc(NC(=O)C2CCC(CNc3c(N4CCC(C)CC4)c(=O)c3=O)CC2)cc1 (stereo not given) | -23 | -10 | -17 | -2 | -9 | -6 | -6 | 1.1 | -1
CCNC(=S)Nc1ccc2ncoc2c1 | -8 | 10 | -2 | 4 | 0 | 0 | -5 | 0.91 | -2
CC(=O)c1c(C)n(-c2ccccc2)c2ccc(OCC(N)=O)cc12 | 5 | -10 | -6 | -2 | 27 | -6 | -7 | 1.1 | 1
O=C(CC12CC3CC(CC(C3)C1)C2)Nc1cccc2ncccc12 | 26 | 2 | 18 | -2 | 22 | 0 | -3 | 0.98 | 3
CCOC(=O)CSc1nnc(Cc2ccccc2)n1-c1cccc(Cl)c1 | 24 | -5 | 15 | -1 | 31 | -5 | -5 | 1.1 | -2
CCN(C(=O)C1CCCN1S(=O)(=O)c1ccc2c(c1)n(C)c(=O)c(=O)n2C)c1ccccc1 (stereo not given) | 2 | 17 | 10 | 23 | 6 | -1 | -3 | 0.83 | -2
Fc1ccccc1-c1nc(NC2CCCC2)c2ccccc2n1 | 52* | -14 | -4 | 10 | 52* | 1 | 3 | 1.1 | -6
O=C(COc1ccc2ccccc2c1)Nc1nnc(-c2ccco2)s1 | 13 | 26 | 18 | 1 | 20 | 7 | -2 | 0.74 | -3
Cc1ccc(S(=O)(=O)NCc2ccccn2)c(C)c1 | 1 | -4 | -10 | 1 | 3 | -1 | -1 | 1 | -3
O=C1CCC(=O)N1CNc1ccc(Oc2ccccc2)cc1 | 2 | 3 | -4 | 26 | 10 | 5 | 0 | 0.97 | 1
COc1ccc(Nc2nc3c(C)cccn3c(=O)c2C=NCc2ccccc2)cc1 | 15 | 11 | 13 | 23 | -9 | -1 | -8 | 0.89 | -4
CCOC(=O)Nc1ccc(Oc2ccccc2)cc1 | 20 | 1 | 0 | 47 | 27 | -2 | -10 | 0.99 | -4
CC(=O)c1ccc(OCc2cc([N+](=O)[O-])cc3c2OCOC3)cc1 | 8 | 13 | 17 | 13 | 12 | -2 | -5 | 0.87 | 5
Brc1ccc(CSc2ccc(-c3ccco3)nn2)cc1 | 27 | -4 | -12 | 32 | 10 | -8 | 1 | 1 | -4

In the list so far, these contain two or more sulfur atoms.
SMILES | TIM10 inh | mIAP block | hIAP block | NLRP3 yeast inh | tim10-1 inh | APOBEC3A inh | APOBEC3G inh | mIAP act | beta cell repl
COC(=O)c1sc(SC)c(S(=O)(=O)C(C)C)c1N/N=C(\C#N)C(=O)c1ccccc1 | -5 | 18 | 3 | 13 | -3 | 0 | -1 | 0.82 | -3
O=C(Nc1nnc(S(=O)(=O)N2CCCCCC2)s1)c1ccccc1Cl | 18 | -6 | 11 | 17 | 14 | 1 | -8 | 1.1 | -1

Structures listed above that bear a hit mark in NLRP3 yeast inh:
molecule	mIAP block	hIAP block	NLRP3 yeast inh	APOBEC3A inh	APOBEC3G inh	mIAP act
Cc1ccc(C)c(NC(=O)c2ccc(S(=O)(=O)C(F)F)cc2)c1	5	4	53*	2	0	0.95

Screening results deposited in PubChem by Sanford-Burnham Center for Chemical Genomics.
